# Screening results deposited in PubChem by National Center for Advancing Translational Sciences (NCATS).
# UDG counter: Primary qHTS assay for inhibitors of Activation Induced Cytidine Deaminase (AID): UDG Counterscreen signal; Uracil-DNA glycosylase; Potency, µM (series often up to 115 µM), inactives show at the highest dose activity change, negative = inhibition, most hits filed as inhibitors; hit rate 0.14% among 91,000; AID 1347430, 2020; FRET deamination/UDG coupled assay, UDG read, 4 h; note: nearly all actives have a fitted effect of over 65% in size
# AID inhibitor: Primary qHTS assay for inhibitors of Activation Induced Cytidine Deaminase (AID): AID signal; hit rate 0.32% among 91,000; Potency, µM (titrated, usually from 115 µM), without a hit: top-dose activity change, negative = inhibition, hits mostly inhibitors; Single-stranded DNA cytosine deaminase (Homo sapiens), Q9GZX7; AID deamination FRET fluorescence, UDG-coupled, 4 h; note: nearly all actives have a fitted effect of over 25% in size
# Target sequence (Q9GZX7 whole entry, looked up): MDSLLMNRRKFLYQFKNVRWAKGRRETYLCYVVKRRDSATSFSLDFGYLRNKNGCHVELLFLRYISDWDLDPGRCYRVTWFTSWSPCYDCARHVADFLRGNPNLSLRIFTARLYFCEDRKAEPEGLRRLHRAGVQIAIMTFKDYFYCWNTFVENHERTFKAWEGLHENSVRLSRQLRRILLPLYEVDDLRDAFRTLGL
# * = called active by the depositor; ? = inconclusive; [ ] = another dose, or the depositor's remark. Calls come from the whole dose curve; as a rule, active = well fitted curve in the direction sought with a large enough effect; inconclusive = small, poorly fitted or top-dose-only effect, or another doubt; inactive = no such curve, though single readings can be large; an effect the other way counts as inactive or inconclusive. % is set by controls: 0 for no effect and ±100 for the full control effect; potency is the fitted concentration of half-maximal effect. A portion of the library; the hit share may differ from the screen's.
No.	smiles	UDG counter	AID inhibitor
1	COc1cccc(NC(=O)C2CCCN2S(=O)(=O)c2ccc3c(c2)C(C)(C)C(=O)N3C)c1 (configuration not stated)	-25.1%	22.6%
2	CCc1nc(-c2ccc(-c3ccc(C)cc3)nc2OC)no1	-14.5%	-12.2%
3	O=C(Nc1cccc(Cl)c1)c1cnc[nH]1	10.1%	1.9%
4	CCOC(=O)N1CCN(CC(=O)Nc2oc3ccccc3c(=O)c2-c2ccccc2)CC1	-6.6%	-10.6%
5	COc1ccc(NC(=O)c2cc3nc(-c4ccc(Cl)c(Cl)c4)cc(C(F)(F)F)n3n2)c(OC)c1	-1.8%	15.9%
6	CC(OC(=O)c1cc(=O)[nH]c2ccccc12)C(=O)NC1(C#N)CCCCC1 (configuration not stated)	-11.4%	-6.4%
7	CC1CCC(C(=O)Nc2c(NC3CCCCC3)c3ccccc3oc2=O)CC1 (configuration not stated)	-4.0%	-5.3%
8	COCCCNC(=O)c1[nH]c2ccccc2c1Sc1ccc(C)cc1	4.8%	26.4%
9	CC(C)C1C(=O)Nc2ccc(S(=O)(=O)NCCc3ccc(Cl)cc3)cc21 (configuration not stated)	-0.1%	11.8%
10	O=C(COc1ccccc1F)OCc1cc(=O)n2nc(C3CC3)sc2n1	18.4%	252.7%[activator]
11	CCN(CC)S(=O)(=O)c1cc(C(=O)Nc2ncn(Cc3ccccc3C)n2)c(Cl)cc1Cl	-2.7%	-11.6%
12	CCc1ccc(NC(=O)CN2CCSc3ccc(S(=O)(=O)N4CCCC4)cc32)cc1	-11.6%	-22.2%
13	COc1ccc(NC(=O)Cn2ncc3c(C)n(Cc4cccc(Cl)c4)c(C)c3c2=O)cc1	45.4%[activator]	9.3%
14	Cc1ccc(NC(=O)CSc2n[nH]c(-c3ccc(F)cc3)n2)cc1F	-16.1%	-13.4%
15	CC(C)CNc1nc(C(=O)Nc2ccc(Cn3cncn3)cc2)cs1	2.8%	2.7%
16	Cc1cc(C)cc(Nc2nnc(-n3nc(C)cc3C)c3ccccc23)c1	4.8%	0.7%
17	Cc1cccc(S(=O)Cc2ccc(C(=O)N3CCN(c4cccc(Cl)c4)CC3)o2)c1 (configuration not stated)	-8.4%	-8.9%
18	CC(C)Sc1nc(N(CCO)CCO)c2sc3c(c2n1)COC(C)(C)C3	-7.8%	-6.4%
19	OCc1cccc(Nc2ncnc3sccc23)c1	-2.7%	-5.7%
20	COc1cc(C2C(=O)N(C3CCCCC3)CC(=O)N2CCc2ccccc2)ccc1OC(C)C (configuration not stated)	-1.5%[57.5 µM]	3.1%
21	CCOC(=O)c1c(C)oc2nc(C)nc(NCCc3ccc(Cl)cc3)c12	0.8%	-22.5%
22	CCc1ccc(-c2cn3c(n2)sc2cc(C(=O)NCCCc4ccccc4)ccc23)cc1	-3.7%[57.5 µM]	4.0%
23	Nc1ccc(C(=O)O)cn1	-0.3%	0.0%
24	Cc1ccc2c(CSc3nncs3)cc(=O)oc2c1C	-3.8%	-4.0%
25	Cc1ccc(C(=O)c2sc(Nc3cccc(Br)c3)nc2N)cc1	-15.7%	-14.7%
26	O=C(Cn1c(=O)nc(-c2ccccc2)c2ccccc21)Nc1ccc(Cl)c(C(F)(F)F)c1	-0.2%	15.1%
27	Cn1nc(C(=O)Nc2ccccc2Oc2ccccc2)c2ccccc2c1=O	-8.2%	-19.7%
28	COCC(C)NCc1cc(=O)oc2cc(C)c(C(C)C)cc12 (configuration not stated)	-5.0%	-4.3%
29	CCCn1nc(C(=O)OCC(=O)N(C)Cc2ccco2)c2ccccc2c1=O	8.1%	1.2%
30	CCOc1cc(/C=C/C(=O)NC(C)(C)C)ccc1OCC(C)C	-7.8%	-13.1%
31	O=S(=O)(c1ccc(-c2cnc(C3CC3)o2)cc1)N1CCN(c2ccc(F)cc2)CC1	-2.5%	-6.4%
32	CC(CC(C)C(=O)c1ccccc1)C(=O)c1ccccc1 (configuration not stated)	5.2%	0.8%
33	COc1ccccc1C(=O)NCc1nc2cccnc2n1Cc1ccc(F)cc1	7.5%	2.7%
34	CSc1ccc(/C=C(/C#N)C(=O)C(C)(C)C)cc1	-11.9%	?
35	COc1cccc(NC(=O)C(C)n2c(=O)cc(C(F)(F)F)c3c(C)nn(C)c32)c1 (configuration not stated)	30.5%[activator]	-7.1%
36	CCSC1=N/C(=C\c2cccc(OC)c2)C(=O)S1	0.7%	-8.4%
37	COc1ccc(Nc2c3c(nc4ccc(NC(=O)c5cc(Cl)ccc5OC)cc24)CCCC3)cc1OC	-2.7%	9.7%
38	Cc1c(C)n(Cc2ccccc2)c2ccc(C(=O)NCC(C)c3ccccc3)cc12 (configuration not stated)	16.6%	-2.5%
39	Cc1ccc(C)c(-c2cc(C(=O)O)c3ccc(C)c(C)c3n2)c1	-3.1%	-2.4%
40	CN(C)c1ccc(CN(CC2CCCO2)C(=O)COc2ccccc2Cl)cc1 (configuration not stated)	-6.5%	-17.7%
41	COc1ccc(CNC(=O)Cn2ccc3cc(S(=O)(=O)N4CCCCCC4)ccc32)c(OC)c1	-17.1%	-25.5%
42	CCOC(=O)c1ccc(NC(=O)c2ncoc2-c2ccc(OC)c(OC)c2)cc1	2.6%	9.5%
43	Cc1ccc(CNC(=O)CSc2nc3c(sc4ccccc43)c(=O)n2CCCOC(C)C)cc1	-14.1%	16.5%
44	CCCCOc1ccc(NC(=O)COc2ccccc2C)c2cccnc12	-11.1%	-12.3%
45	Cc1cccc(Nc2ncnc3c2cnn3C)c1C	-11.4%[57.5 µM]	12.8%
46	Cc1cccc(CN2C(=O)c3ccccc3S(=O)(=O)c3ccc(C(=O)N4CCCC4)cc32)c1	-11.7%	-13.5%
47	COc1ccccc1C(=O)Nc1nc(-c2ccc(Br)cc2)ns1	6.5%[57.5 µM]	2.6%
48	CC(=O)Nc1ccc(S(=O)(=O)N2CCC(Oc3ccc(-n4cnnn4)cc3)CC2)cc1	6.2%[57.5 µM]	1.6%
49	CCN(CC)CC(C)(C)NS(=O)(=O)c1ccc(Cl)cc1	21.2%	-11.4%
50	Cc1ccc(CNC(=O)Cn2nc(N3CCN(c4ccccc4)CC3)ccc2=O)cc1	-3.4%[57.5 µM]	-24.9%
51	CC(=O)c1cccc(NC(=O)CCc2c(C)c3ccc(O)cc3oc2=O)c1	-1.6%	-5.1%
52	CCOc1ccc(CCNC(=O)CN2C(=O)COc3ccc(S(=O)(=O)N4CCCC4)cc32)cc1	6.2%	8.5%
53	CC(N)c1ccncc1 (configuration not stated)	2.6%	4.2%
54	Cc1noc(C(C)C)c1C(=O)NCc1cccnc1OC1CCCC1	0.8%	-3.8%
55	Cc1c(Cl)cccc1NC(=O)c1cc(-c2ccc3c(c2)OCO3)on1	18.3%	-0.7%
56	Cc1ccc(C)c(C(=O)CSc2cccc3cccnc23)c1	-9.2%	35.5µM*
57	O=C(Nc1nccs1)C12CC3CC(CC(C3)C1)C2	8.9%	0.4%
58	Cc1cc(/C=C(/C#N)C(=O)OC(C)C)cc(C)c1OC(F)F	-7.4%	-15.9%
59	Cc1cc(NC(=O)C(C)C)ccc1Br	1.8%	-0.5%
60	COc1ccc(S(=O)(=O)n2nc(-c3ccco3)nc2NCc2ccc(OC)c(OC)c2)cc1	-1.6%	-20.2%

# Next section; it opens with the two that closed the last part.
No.	smiles	UDG counter	AID inhibitor
59	Cc1cc(NC(=O)C(C)C)ccc1Br	1.8%	-0.5%
60	COc1ccc(S(=O)(=O)n2nc(-c3ccco3)nc2NCc2ccc(OC)c(OC)c2)cc1	-1.6%	-20.2%
61	O=C1[C@@H]2CSC(c3ccc(C(F)(F)F)cc3)N2C(=O)N1c1ccccc1 (some centres not stated)	-3.2%	-19.7%
62	CN(C)CCOC(=O)NCCCCNC(=O)OCCN(C)C	-15.9%	-5.9%
63	Cc1[nH]c(C(=O)N2CCC(CC(=O)NCc3ccc4c(c3)OCO4)CC2)c(C)c1C(=O)OC(C)C	-4.8%	-4.3%
64	CC(C)c1ccc(NC(=O)c2cn(C3CCCC3)c(=O)c3c2c2ccccc2n3C)cc1	?	-10.4%
65	CC(=O)NCc1ccc(C(=O)OC(C)C(=O)C23CC4CC(CC(C4)C2)C3)cc1 (configuration not stated)	4.8%	-1.7%
66	COc1ccc(NC(=O)c2oc3ccc(S(=O)(=O)N4CCC5(CC4)OCCO5)cc3c2C)cc1Cl	-17.7%	4.2%
67	CCOC(=O)c1c(C)c(-c2ccccc2)n(CC(=O)NC(CC)Cc2ccccc2)c1C (configuration not stated)	-6.9%	1.2%
68	CN(C)S(=O)(=O)c1cccc(NC(=O)c2nc(-c3ccccc3)n(-c3ccccc3)n2)c1	-4.3%	-4.2%
69	Cc1cccc(OCc2nc(C#N)c(NCCN3CCOCC3)o2)c1	-0.9%	2.8%
70	CN(C)CC(NCc1cccc(C#N)c1)c1ccccc1 (configuration not stated)	1.8%	1.2%
71	Cc1cc(=O)oc2cc(OCC(=O)N(C)Cc3cccs3)c(Cl)cc12	-2.3%	-5.5%
72	CCCNc1c(NC(=O)CC(=O)OC)c(=O)oc2ccccc12	-0.5%	1.7%
73	O=C1c2oc3ccccc3c(=O)c2C(c2cccc(O)c2)N1c1nncs1 (configuration not stated)	0.0%[57.5 µM]	-7.8%
74	CC1CCCN(c2nc(-c3ccccn3)nc3ccccc23)C1 (configuration not stated)	-12.8%	-20.3%
75	CCN(CCCNC(=O)c1cc2c(=O)n(C)c3ccccc3c2s1)Cc1ccccc1	-10.0%	?
76	Cc1ccc(NC(=O)CCCc2nc(-c3ccco3)no2)cc1Cl	-5.7%	4.7%
77	COc1ccc(NC(=O)CN2C(=O)CCn3nc(-c4cccn4C)cc32)cc1Cl	-4.7%	5.3%
78	CCCC/C=N/NC(=O)CCCCCCCCCCC	-3.8%	-6.0%
79	CCNC(=O)c1ccc2nc(CCc3ccccc3)oc2c1	-6.1%	-11.0%
80	COc1ccc(C(=O)Nc2ccccc2C(=O)N2CCOCC2)cc1	-0.7%	18.7%
81	CS(=O)(=O)N(Cc1csc(-c2cccs2)n1)C1CCN(C(=O)c2cccc(Cl)c2)CC1	?	-29.1%
82	O=C(c1cccc(Cl)c1)n1nc(-c2cccnc2)nc1NCc1ccccc1	4.6%	2.5%
83	Oc1ccccc1-c1nc(/C=C/c2ccc(F)cc2)nn1-c1ccccc1	1.7%	5.2%
84	Cc1occc1-c1nnc(SCc2cc3c(cc2Br)OCCO3)n1C	0.6%	-8.0%
85	Cc1ccccc1C(=O)Nc1cccc(-c2nnc(SCC(=O)N3CCc4ccccc43)n2C)c1	-16.0%	-12.5%
86	Cc1ccc(NC(=O)c2cccc(N3CCCS3(=O)=O)c2)cc1	-1.3%	-5.2%
87	CCc1nnc2c3ccccc3nc(Nc3ccc(C(C)=O)cc3)n12	-8.3%[57.5 µM]	-10.3%[57.5 µM]
88	CCOC(=O)N1CCC(NC(=O)c2ccc3c(c2)N(Cc2ccc(F)cc2)C(=O)c2ccccc2S3=O)CC1 (configuration not stated)	-9.4%	-18.3%
89	CCCC12CN(C(=O)c3ccccc3)CC(CCC)(CN(C(=O)c3ccccc3)C1)C2=O	-5.3%	-0.4%
90	CCOC(=O)c1oc2ccc(S(=O)(=O)n3nc(-c4cc(OC)cc(OC)c4)cc3N)cc2c1C	-17.0%	?
91	N#C/C(=C\c1ccco1)C(=O)NC1CCCCC1	-4.3%	1.1%
92	Cc1c(-c2cccs2)nc2ccccc2c1-c1ccccc1	-4.7%	-7.3%

# In the list so far, these contain fluorine:
No.	smiles	UDG counter	AID inhibitor
5	COc1ccc(NC(=O)c2cc3nc(-c4ccc(Cl)c(Cl)c4)cc(C(F)(F)F)n3n2)c(OC)c1	-1.8%	15.9%
10	O=C(COc1ccccc1F)OCc1cc(=O)n2nc(C3CC3)sc2n1	18.4%	252.7%[activator]
14	Cc1ccc(NC(=O)CSc2n[nH]c(-c3ccc(F)cc3)n2)cc1F	-16.1%	-13.4%
26	O=C(Cn1c(=O)nc(-c2ccccc2)c2ccccc21)Nc1ccc(Cl)c(C(F)(F)F)c1	-0.2%	15.1%
31	O=S(=O)(c1ccc(-c2cnc(C3CC3)o2)cc1)N1CCN(c2ccc(F)cc2)CC1	-2.5%	-6.4%
33	COc1ccccc1C(=O)NCc1nc2cccnc2n1Cc1ccc(F)cc1	7.5%	2.7%
35	COc1cccc(NC(=O)C(C)n2c(=O)cc(C(F)(F)F)c3c(C)nn(C)c32)c1 (configuration not stated)	30.5%[activator]	-7.1%
58	Cc1cc(/C=C(/C#N)C(=O)OC(C)C)cc(C)c1OC(F)F	-7.4%	-15.9%
61	O=C1[C@@H]2CSC(c3ccc(C(F)(F)F)cc3)N2C(=O)N1c1ccccc1 (some centres not stated)	-3.2%	-19.7%
83	Oc1ccccc1-c1nc(/C=C/c2ccc(F)cc2)nn1-c1ccccc1	1.7%	5.2%
88	CCOC(=O)N1CCC(NC(=O)c2ccc3c(c2)N(Cc2ccc(F)cc2)C(=O)c2ccccc2S3=O)CC1 (configuration not stated)	-9.4%	-18.3%
